Screening data (PubChem)
ROS inducer = inducers of reactive oxygen species in cancer cells; U2OS ROS induction, H2DCF-DA fluorescence; ROS induction (% of piperlongumine), % at 10 µM; 46,000 compounds, 2% hits; AID 624156; in the data active means ROS induction above about 79%, passing the limit was not always enough; inconclusive means no clear call, values can overlap the other calls;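 further: 0% = DMSO vehicle median and 100% = reference compound median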
* = called active by the depositor; ? = inconclusive. Only part of the results is shown; rates above refer to the full screens.

SMILES	ROS inducer
C[C@H](CO)N1C[C@H](C)[C@H](CN(C)C(=O)Nc2ccc3c(c2)OCO3)Oc2ccc(NS(=O)(=O)c3ccc(Cl)cc3)cc2CC1=O	-3
C[C@@H]1CN([C@@H](C)CO)C(=O)c2cc(NC(=O)Nc3ccccc3)ccc2O[C@@H]1CN(C)CC1CC1	-10
COc1ccc2c(c1)N(C(=O)CSc1nnc(C)n1-c1ccc(F)cc1)C(C)(C)C=C2C	-7
C[C@@H]1CN([C@H](C)CO)C(=O)c2cc(NC(=O)Nc3ccc(C(F)(F)F)cc3)ccc2O[C@H]1CN(C)Cc1ccccc1	0
C[C@H](CO)N1C[C@H](C)[C@@H](CN(C)S(=O)(=O)c2ccc(F)cc2)Oc2ccc(NS(C)(=O)=O)cc2C1=O	32
COC(=O)c1c(NC(=O)c2ccc(C)c(S(=O)(=O)Nc3ccccc3C)c2)sc2c1CCCC2	-19
COc1ccc2c(c1)N(C)/C(=C1/OC(=S)N(C)C1=O)S2	-4
C[C@@H]1CN([C@@H](C)CO)C(=O)c2cccc(NC(=O)CCCCCC(=O)Nc3ccccc3N)c2O[C@H]1CN(C)Cc1ccc(Cl)c(Cl)c1	154*
Cc1ccc(S(=O)(=O)Nc2ccc3c(c2)CC(=O)N([C@H](C)CO)C[C@@H](C)[C@H](CN(C)C(=O)Nc2ccc4c(c2)OCO4)O3)cc1	2
CCn1c(SCC(=O)Nc2cc(Cl)cc(Cl)c2)nnc1-c1ccc(C)cc1	-13
C[C@@H]1CCCCO[C@@H](CN(C)C(=O)Nc2ccc3c(c2)OCO3)[C@@H](C)CN([C@H](C)CO)C(=O)c2cc(NS(=O)(=O)c3ccc(Cl)cc3)ccc2O1	7
Cc1ccc2c(c1)c(C)c(C)n2CC(O)Cn1nc(C)c(Br)c1C (configuration not stated)	11
C[C@@H]1CN([C@H](C)CO)C(=O)Cc2cc(NC(=O)c3ccncc3)ccc2O[C@H]1CN(C)Cc1ccc(Cl)c(Cl)c1	2
CC(C)(C)c1ccc(OCC(=O)Nc2ccc(C(=O)Nc3ccccc3C(=O)O)cc2)cc1	-6
O=C(CCn1nc(-c2ccc(Cl)cc2)c2ccccc2c1=O)NCCN1CCOCC1	10
O=C(CSc1nc(O)cc(=O)[nH]1)N1c2ccccc2Sc2ccccc21	-9
O=C(Cn1cnc2c(nnn2-c2cccc(Cl)c2)c1=O)NC1CCCCC1	-18
C[C@@H]1CN([C@@H](C)CO)C(=O)c2cc(NC(=O)C3CC3)ccc2O[C@@H]1CN(C)C(=O)Nc1ccc(F)cc1	-1
C[C@H]1CN([C@@H](C)CO)C(=O)Cc2cc(N(C)C)ccc2O[C@@H]1CN(C)C(=O)NC1CCCCC1	-10
C[C@@H]1CN([C@H](C)CO)C(=O)c2cc(NC(=O)CCC(F)(F)F)ccc2O[C@H]1CN(C)Cc1ccc(-c2ccccc2)cc1	38
C[C@@H]1CCCCO[C@H](CN(C)C)[C@@H](C)CN([C@H](C)CO)C(=O)c2cc(NC(=O)Nc3ccccc3)ccc2O1	22
Cc1ccc2nsnc2c1NC(=O)Cc1ccc(Cl)cc1	-11
Cc1ccccc1Nc1nnc(C)c(=O)n1N	-8
O=C(CN1C(=O)CSc2ccc(C(F)(F)F)cc21)Nc1cccc(C(F)(F)F)c1	-25
CNC[C@@H]1Oc2c(NS(=O)(=O)c3cccs3)cccc2C(=O)N([C@H](C)CO)C[C@H]1C	-13

3 successive entries out of the list so far:
SMILES	ROS inducer
C[C@@H]1CN([C@H](C)CO)C(=O)c2cc(NC(=O)Nc3ccc(C(F)(F)F)cc3)ccc2O[C@H]1CN(C)Cc1ccccc1	0
C[C@H](CO)N1C[C@H](C)[C@@H](CN(C)S(=O)(=O)c2ccc(F)cc2)Oc2ccc(NS(C)(=O)=O)cc2C1=O	32
COC(=O)c1c(NC(=O)c2ccc(C)c(S(=O)(=O)Nc3ccccc3C)c2)sc2c1CCCC2	-19

Continuation:
SMILES	ROS inducer
O=C(CCCOc1ccc(Cl)cc1Cl)Nc1c[nH]c(=O)[nH]c1=O	-22
CC1(C)C(=O)C=CC2(C)C1CC(O)C1(C)C3=CCC(c4ccoc4)C3(C)CCC21 (configuration not stated)	14
COc1ccccc1NC(=O)CC(NC1CCCCC1)C(=O)O (configuration not stated)	-3
Cc1c(NC(=S)NCc2ccccn2)c(=O)n(-c2ccccc2)n1C	9
Cc1ccc(NC(=O)Cn2cnc3sc(C(=O)OC(C)C)c(C)c3c2=O)cc1	-6
C[C@@H]1CCCCO[C@@H](CN(C)Cc2ccc3c(c2)OCO3)[C@@H](C)CN([C@H](C)CO)C(=O)c2cc(NC(=O)CCC(F)(F)F)ccc2O1	10
C[C@@H]1CN([C@H](C)CO)C(=O)c2cc(NC(=O)C3CC3)ccc2O[C@@H]1CN(C)Cc1ccncc1	-13
CS(=O)(=O)N(CC(=O)Nc1ccc(Br)c(Cl)c1)c1ccc(F)c(Cl)c1	50
C=C1CC[C@@H]2[C@](C)(CO)[C@H](O)CC[C@@]2(C)[C@@H]1C/C=C1/C(=O)OC[C@H]1O	-2
COc1ccc(N2CCN(CCNC(=O)c3nnc(-c4ccc5c(c4)OCO5)o3)CC2)cc1	-4
C[C@@H]1CCCCO[C@@H](CN(C)Cc2ccncc2)[C@@H](C)CN([C@H](C)CO)C(=O)c2cc(NS(=O)(=O)c3ccccc3)ccc2O1	28
C[C@H](CO)N1C[C@H](C)[C@H](CN(C)C(=O)NC2CCCCC2)Oc2ncc(C#CCN(C)C)cc2C1=O	-16
C[C@@H]1CN([C@H](C)CO)C(=O)c2cc(NC(=O)Cc3ccccc3)ccc2O[C@H]1CN(C)Cc1ccccc1	3
O=C(NCc1ccccn1)c1ccccc1C(=O)c1ccccc1	-6
Cc1ccc(S(=O)(=O)N(C)C[C@@H]2Oc3ccc(NC(=O)Nc4c(C)noc4C)cc3CC(=O)N([C@H](C)CO)C[C@@H]2C)cc1	-2
CNC[C@H]1Oc2c(NC(=O)Nc3cccc4ccccc34)cccc2C(=O)N([C@H](C)CO)C[C@@H]1C	2
O=C1NCCN1c1ncc([N+](=O)[O-])s1	-6
C[C@@H]1CCCCO[C@H](CN(C)Cc2ccc(Cl)c(Cl)c2)[C@@H](C)CN([C@H](C)CO)C(=O)c2cc(NS(=O)(=O)c3ccc(F)cc3)ccc2O1	43
C[C@@H]1CCCCO[C@H](CN(C)S(=O)(=O)c2ccc(Cl)cc2)[C@@H](C)CN([C@H](C)CO)C(=O)c2cc(N(C)C)ccc2O1	22
O=C(NN=C1CCCCCCC1)c1ccccc1O	-14
C[C@H](CO)N1C[C@H](C)[C@@H](CN(C)S(=O)(=O)c2ccc(Cl)cc2)Oc2ccc(NS(=O)(=O)c3cccs3)cc2C1=O	30
CC1(C)O[C@@H]2CC3C4CCC5=CC(=O)C=C[C@]5(C)[C@@]4(F)[C@@H](O)C[C@]3(C)[C@]2(C(=O)CO)O1 (some centres not stated)	5
CC(C)(C)c1ccc(-c2nnc(SCC(=O)Nc3ccccc3[N+](=O)[O-])o2)cc1	1
COc1ccc(-c2coc3cc(O)ccc3c2=O)cc1	-1
COC(=O)CCCCCCC(=O)N/N=C/c1c(Cl)cc(OC)c(OC)c1Cl	29
SMILES	ROS inducer
C[C@@H]1CCCCO[C@@H](CN(C)Cc2ccc(C(=O)Nc3ccccc3N)cc2)[C@@H](C)CN([C@H](C)CO)C(=O)c2cc(NC(=O)NC3CCCCC3)ccc2O1	21
CNC(=O)c1cnc2cc(Cl)ccc2c1OC	-6
C[C@H](CO)N1C[C@H](C)[C@H](CN(C)S(=O)(=O)c2ccccc2)Oc2ccc(NC(=O)c3ccncc3)cc2C1=O	-12
C[C@H](CO)N1C[C@H](C)[C@H](CN(C)C)Oc2c(NC(=O)C3CCOCC3)cccc2C1=O	-7
O/N=C(\Cn1cncn1)c1ccc(Cl)cc1Cl	8
O=C(Nc1ccc(-c2nc3ccccc3[nH]2)cc1)c1ccc(-c2ccccc2)cc1	-7
CN(C)C(=S)Nc1ccccc1	-6
COc1ccc([Si](C)(C)[C@H]2[C@H](CCO)O[C@@]3(C(=O)N(Cc4ccccc4)c4ccc(N5CCOC5=O)cc43)[C@@H]2C)cc1	36
O=C(NO)c1cccc(C(=O)N/N=C/c2ccc(-n3ccnc3)cc2)c1	-6
C=C(C)CC1C(=O)NN=C1C (configuration not stated)	6
CSc1nsc(SC)c1NC(=O)OCCc1ccccn1	-6
CCc1ccc(NC(=O)COc2ccc(NC(C)=O)cc2)cc1	-8
C[C@@H]1CN([C@H](C)CO)C(=O)Cc2cc(NC(=O)Cn3cnnn3)ccc2O[C@H]1CN(C)C(=O)Nc1ccc(C(F)(F)F)cc1	-15
Cc1cccc(C(=O)Nc2ccc(NC(=O)c3ccco3)cc2)c1	-3
C[C@@H]1CCCCO[C@H](CN(C)C(=O)c2ccncc2)[C@@H](C)CN([C@H](C)CO)C(=O)c2cc(NC(=O)CCCCCC(=O)Nc3ccccc3N)ccc2O1	-8
CC(C)NC(=O)Nc1ccc2c(c1)CC(=O)N([C@H](C)CO)C[C@@H](C)[C@@H](CN(C)Cc1ccc3c(c1)OCO3)O2	11
C[C@@H]1CN([C@H](C)CO)C(=O)c2cccc(NC(=O)NC3CCCCC3)c2O[C@@H]1CN(C)C(=O)Nc1ccc2c(c1)OCO2	-13
COc1cc2ccc(=O)oc2cc1O	3
C[C@@H]1CN([C@@H](C)CO)C(=O)c2cc(NC(=O)CCC(F)(F)F)ccc2O[C@H]1CN(C)Cc1ccc(C(=O)O)cc1	-10
COc1ccc(CCN2C(=O)C(NC(=O)C(C)(C)C)(C(F)(F)F)C3=C2CC(C)(C)CC3=O)cc1OC (configuration not stated)	-1
C[C@@H]1CN([C@H](C)CO)C(=O)CCCn2cc(nn2)CO[C@H]1CN(C)Cc1cccc(C(=O)O)c1	?
C[C@@H]1CN([C@@H](C)CO)C(=O)c2cc(NS(=O)(=O)c3ccc(Cl)cc3)ccc2O[C@H]1CN(C)S(C)(=O)=O	-6
C[C@H]1CN([C@@H](C)CO)C(=O)c2cc(NS(C)(=O)=O)ccc2O[C@H]1CN(C)S(=O)(=O)c1ccccc1	-4
O=C(O)c1ccccc1N1C(=O)c2ccccc2C1=O	6
CN(/N=C/c1ccccc1)C1=NS(=O)(=O)c2ccccc21	96*
SMILES	ROS inducer
NC(=O)c1c(NC(=O)CCSc2nc(-c3ccco3)cc(C(F)(F)F)n2)sc2c1CCCC2	44
CSc1cccc(NC(=O)CSc2nnc(-c3ccc(Br)cc3)n2C)c1	-6
NCCSC12CC3CC(CC(C3)C1)C2	-9
Cc1nc(SCC(=O)Nc2ccccc2)n[nH]1	6
C[C@@H]1CN([C@H](C)CO)C(=O)c2cc(NS(C)(=O)=O)ccc2O[C@H]1CN(C)C	1
CCN(C)CC12CC3CC(CC(C3)C1)C2	0
C[C@@H]1CN([C@H](C)CO)C(=O)c2cc(NC(=O)C3CCCCC3)ccc2O[C@@H]1CN(C)C(=O)Nc1ccc2c(c1)OCO2	0
C[C@@H]1CN([C@@H](C)CO)C(=O)c2cc(NS(=O)(=O)c3ccc(F)cc3)ccc2O[C@@H]1CN(C)Cc1ccc(-c2ccccc2)cc1	29
C[C@@H]1CN([C@H](C)CO)C(=O)c2cccc(NC(=O)Nc3ccc(C(F)(F)F)cc3)c2O[C@@H]1CN(C)S(=O)(=O)c1cccs1	44
CC(C)OC(=O)Cn1cnc2ccc(Br)cc2c1=O	-11
COC(=O)C1=COC(O[C@@H]2O[C@H](CO)[C@@H](O)[C@H](O)[C@H]2O)[C@@H]2[C@@](C)(O)CC[C@]12O (some centres not stated)	0
CC(=O)NN1C(=O)/C(=C2\C(=O)N(C)c3ccccc32)SC1=S	6
O=C(N/N=C/c1ccc2c(c1)OCCO2)c1ccccc1O	0
CN(C)c1c(F)cc(C(=O)NC(=O)NCc2cccnc2)cc1F	-4
CC1=C(C(=O)Nc2ccccn2)C(c2ccc(C)cc2)C2=C(CC(C)(C)CC2=O)N1 (configuration not stated)	23
CCCCC1=NC2(CCCC2)C(=O)N1Cc1ccc(-c2ccccc2-c2nn[nH]n2)cc1	15
C[C@H](CO)N1C[C@H](C)[C@H](CN(C)C(=O)Nc2cccc3ccccc23)Oc2c(NC(=O)Nc3ccc(C(F)(F)F)cc3)cccc2C1=O	9
O=C1NCCCC1C(=O)Nc1ccccc1C(F)(F)F (configuration not stated)	-16
COc1ccc(NC(=O)N(C)C[C@@H]2OCCCC[C@@H](C)Oc3ccc(NS(=O)(=O)c4ccc(C)cc4)cc3C(=O)N([C@H](C)CO)C[C@@H]2C)cc1	20
COc1ccc(NC(=O)N(C)C[C@H]2Oc3ccc(NC(=O)Nc4ccc5c(c4)OCO5)cc3C(=O)N([C@@H](C)CO)C[C@@H]2C)cc1	-8
CC(=O)Nc1ccc(C(=O)CSc2nnc(-c3cccc(Br)c3)o2)cc1	14
Cc1ccccc1OCCn1c(CCCNC(=O)C2CCCCC2)nc2ccccc21	18
CCC(=O)OCC1=CCCC2C1(C)CCC(C)C2(C)CCC(C)CC(=O)O (configuration not stated)	61
COc1ccc(NC(=O)N(C)C[C@H]2Oc3ccc(NC(=O)NC(C)C)cc3CC(=O)N([C@@H](C)CO)C[C@@H]2C)cc1	-8
C[C@H](CO)N1C[C@H](C)[C@@H](CN(C)C)Oc2c(NC(=O)Nc3ccc4c(c3)OCO4)cccc2C1=O	-9
COc1ccc(NC(=O)Nc2ccc3c(c2)C(=O)N([C@H](C)CO)C[C@H](C)[C@@H](CN(C)Cc2ccc(-c4ccccc4)cc2)O3)cc1	25

Quoted at random: five entries already listed.
SMILES	ROS inducer
CC(C)NC(=O)Nc1ccc2c(c1)CC(=O)N([C@H](C)CO)C[C@@H](C)[C@@H](CN(C)Cc1ccc3c(c1)OCO3)O2	11
C[C@H](CO)N1C[C@H](C)[C@@H](CN(C)C)Oc2c(NC(=O)Nc3ccc4c(c3)OCO4)cccc2C1=O	-9
C[C@@H]1CN([C@H](C)CO)C(=O)Cc2cc(NC(=O)Cn3cnnn3)ccc2O[C@H]1CN(C)C(=O)Nc1ccc(C(F)(F)F)cc1	-15
COc1cc2ccc(=O)oc2cc1O	3
CCc1ccc(NC(=O)COc2ccc(NC(C)=O)cc2)cc1	-8
